# High-throughput results deposited in PubChem BioAssay by Sanford-Burnham Center for Chemical Genomics.
# TIM10 inh = growth inhibitors of TIM10 yeast strain; AID 463195; 330,000 tested, 1.4% active; S. cerevisiae TIM10 strain growth, BacTiter-Glo luminescence, 24 h; inhibition, % at 10 µM;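 active = inhibition of 40% or more at the single tested concentration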;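 note: wild-type TIM10 isogenic control strain grown at permissive 25 °C; 0% = DMSO yeast wells and 100% = minimal medium wells without yeast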
# MPTP block = inhibitors of mitochondrial permeability transition pore. AID 602449. isolated mouse mitochondria, Ca2+ swelling absorbance, 30 min. 360,000 tested, 1.4% active. inhibition, % at 10 µM;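 active = inhibition of 50% or more, scaled per plate between neutral and stimulator controls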;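 note: 0% = DMSO wells given calcium and 100% = 1 mM EGTA wells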
# NALP3 yeast inh = blocks the NALP3 inflammasome reconstituted in yeast; Yeast reconstituted NLRP3/ASC/caspase-1, beta-gal luminescence, 24 h; inhibition, % at 10 µM; 330,000 tested, 0.39% active; AID 2825;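 active = inhibition of 50% or more; inactive = inhibition below 50%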;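 note: plate controls were induced DMSO wells for no effect and uninduced yeast grown without galactose for full effect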
# tim23-1 inh = tim23-1 yeast growth inhibition | S. cerevisiae tim23-1 growth, BacTiter-Glo luminescence, 24 h | inhibition, % at 20 µM | 330,000 tested, 1.3% active;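 active = growth inhibition of the mutant yeast at or above 50%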;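 note: temperature-sensitive mutant grown at 25 °C; plate controls were DMSO-treated mutant yeast for no effect and medium wells lacking yeast for full effect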
# beta cell repl = induces beta-cell replication in MIN6 cells; proliferation, % at 10 µM; 330,000 tested, 0.29% active; MIN6 cells proliferation, ATPlite luminescence, 48 h; cells starved in 0.2% serum; 100% = growth in 10% serum;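 active = compounds whose signal lies at least 3.5 SD above the mean of all wells on their plate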;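 note: 0% = DMSO-treated cells in low-serum medium and 100% = 10% serum control; some compounds called inactive have numbers as strong as hits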
# tim10-1 inh = growth inhibitors of tim10-1 mutant yeast; S. cerevisiae tim10-1 ts strain growth, BacTiter-Glo, 24 h; inhibition, % at 20 µM; 330,000 tested, 2.2% active; AID 463190;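 active = inhibition of at least 40%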;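 note: mutant grown at 25 °C; 0% = DMSO wells with yeast and 100% = wells holding no yeast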
# APJ agonist = agonists of human APJ apelin receptor; CHO-K1 APJ PathHunter beta-arrestin, luminescence; 0% DMSO wells, 100% apelin; activation, % at 20 µM; P35414; 330,000 tested, 0.11% active;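 active = activation more than six SD over the plate average, tested at 20 µM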;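 note: 0% = DMSO alone and 100% = apelin-13 at 10 nM; some results filed as inactive read as strong as hits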
# Target sequence (P35414 whole entry, looked up): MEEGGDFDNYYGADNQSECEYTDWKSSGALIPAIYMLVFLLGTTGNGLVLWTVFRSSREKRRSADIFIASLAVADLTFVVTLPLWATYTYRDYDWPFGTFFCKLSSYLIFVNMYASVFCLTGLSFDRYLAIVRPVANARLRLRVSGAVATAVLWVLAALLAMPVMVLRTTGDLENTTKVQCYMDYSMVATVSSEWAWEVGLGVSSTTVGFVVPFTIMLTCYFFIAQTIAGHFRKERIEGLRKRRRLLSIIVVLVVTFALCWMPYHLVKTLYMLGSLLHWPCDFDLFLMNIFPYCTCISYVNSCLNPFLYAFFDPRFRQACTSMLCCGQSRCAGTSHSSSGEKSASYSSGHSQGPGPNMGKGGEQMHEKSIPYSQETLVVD
#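 Test system: CHO-K1 APJ beta-arrestin complementation cell line | Compound: Single test compound dose, 20 µM final, 1% DMSO | Incubation: Compound 90 min 25 °C, reagent 1 h | Measured by: beta-gal luminescence | Read-out basis: APJ–arrestin association signal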
# GRIN3A LBD mod = modulates the human NR3A ligand-binding domain; Tm shift relative to glycine control, % at 25 µM; NR3A LBD differential scanning fluorimetry, Tm shift; 0% = protein alone, 100% = glycine-bound protein; 340,000 tested, 2.5% active; AID 1259313;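 active = melting temperature shift of at least 10% of the positive control shift, at one fixed dose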
# APJ antag = blocks the human apelin receptor APJ. P35414. CHO-K1 APJ beta-arrestin complementation, luminescence. inhibition, % at 20 µM. 330,000 tested, 0.32% active;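 active = inhibition above about 40% at 20 µM, limit read from the data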;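 note: cells challenged with 10 nM apelin-13 agonist together with compound; plate controls were apelin-13 plus DMSO wells for no effect and DMSO wells lacking apelin-13 for full effect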
# Numbers without * were called inactive; . = no result given.
canonical_smiles,TIM10 inh,tim10-1 inh,GRIN3A LBD mod,beta cell repl,APJ antag,APJ agonist,MPTP block,tim23-1 inh,NALP3 yeast inh
COCCCNC(=O)CCn1c(=O)c2ccccc2n(CC(=O)Nc2ccc(C)cc2C)c1=O,-7,-6,-2,-2,-11,1,-1.0,-14,10
Cc1ccc(C)c(N2CCN(C(=O)c3cccn4c(=O)c5sccc5nc34)CC2)c1,-7,-13,-2,-1,5,-4,1.6,0,6
O=C(O)CCC(=O)Nc1ccc2c(c1)oc1ccccc12,-9,-6,1,-1,2,-5,-2.4,4,9
COc1ccc([N+](=O)[O-])cc1NC(=O)C(C)OC(=O)C1CC(=O)N(Cc2ccco2)C1 (stereo not drawn),-2,7,3,-2,-2,1,0.0,12,18
CCn1cc(/C=C/C(=O)Nc2c(C)nn(Cc3ccccc3C)c2C)cn1,-6,7,1,-1,-4,-3,-0.7,-4,1
CC1(Cc2cn(CCC#N)c3ccccc23)OCCO1,9,10,2,-2,3,-1,-4.6,9,-4
COc1ccc(C2=NO[C@@H]3C(=O)N(Cc4ccccc4)C(=O)[C@H]23)cc1OC,7,14,1,2,10,-4,-0.3,6,-16
CC1CC(C)CN(CC(=O)Nc2ccc(S(N)(=O)=O)cc2)C1 (stereo not drawn),-1,21,10*,-1,-1,3,-2.8,7,-1
Cc1c(C(=O)O)sc2nc(-c3cccs3)cc(C(F)(F)F)c12,12,16,1,0,16,1,1.1,29,27
CCOC(=O)c1cnc(SCC(=O)OCC(=O)N(CC)C2CCS(=O)(=O)C2)nc1N (stereo not drawn),7,4,0,0,16,8,-1.6,-10,10
Cc1ccc(S(=O)(=O)N2CCOCC2)cc1NC(=O)COC(=O)Cn1c(C)csc1=O,0,9,2,-5,16,-4,-1.1,-3,21
COc1ccc(-c2nc(-c3ccc(NC(=O)c4ccc(Br)o4)cc3)no2)cc1OC,-4,-2,26*,-3,-13,47*,-0.3,2,13
CCc1sc(NC(=O)CCC(=O)O)nc1-c1cc2ccccc2oc1=O,16,0,1,2,31,-6,0.2,-5,13
CCc1ccc(-c2csc3ncn(CC(=O)N4CCOCC4)c(=O)c23)cc1,0,9,3,-3,-3,-2,0.4,22,15
Cc1ccc[n+](CC(=O)c2ccc(Br)cc2)c1,1,4,1,-1,5,-3,-1.3,16,11
C[C@]12c3[nH]c4ccccc4c3CCN1C(=O)C(CC(=O)NCCN1CCOCC1)C[C@@H]2C(=O)N1CCOCC1 (stereo partly drawn),-3,-5,0,1,-4,-4,-0.1,-1,1
Cc1cc(NS(=O)(=O)c2ccc(NC(=O)C(C)N3C(=O)c4ccccc4C3=O)cc2)nc(C)n1 (stereo not drawn),2,6,0,3,-5,-5,-0.7,-2,0
Cc1ccc(C(=O)N(CC(=O)NC2CCCC2)c2ccc3c(c2)OCCO3)s1,20,20,-1,-1,3,-5,-1.7,13,10
Cc1ccccc1NC(=O)CNC(=O)c1ccc(C(F)(F)F)cc1,-3,-32,-10,-3,12,0,-0.4,-3,7
C=CCn1c(=O)/c(=C/c2ccc(Cl)cc2)s/c1=C(/C#N)c1nnc2n1CCCCC2,49*,57*,0,-4,12,2,3.6,63*,0

# In a second layout: entries from further up
> Cc1ccc[n+](CC(=O)c2ccc(Br)cc2)c1
  TIM10 inh: 1	tim10-1 inh: 4	GRIN3A LBD mod: 1	beta cell repl: -1	APJ antag: 5	APJ agonist: -3	MPTP block: -1.3	tim23-1 inh: 16	NALP3 yeast inh: 11

> Cc1cc(NS(=O)(=O)c2ccc(NC(=O)C(C)N3C(=O)c4ccccc4C3=O)cc2)nc(C)n1 (stereo not drawn)
  TIM10 inh: 2	tim10-1 inh: 6	GRIN3A LBD mod: 0	beta cell repl: 3	APJ antag: -5	APJ agonist: -5	MPTP block: -0.7	tim23-1 inh: -2	NALP3 yeast inh: 0

# Next section:
canonical_smiles,TIM10 inh,tim10-1 inh,GRIN3A LBD mod,beta cell repl,APJ antag,APJ agonist,MPTP block,tim23-1 inh,NALP3 yeast inh
CC1=C(C(=O)Nc2ccc(C)cc2C)C(c2cccs2)NC(=S)N1 (stereo not drawn),-4,23,0,-2,3,-1,0.9,5,9
O=C(CSc1nnc(-c2cc(-c3cccs3)nc3ccccc23)o1)NC1CCCCC1,1,-13,0,-3,19,0,-3.9,4,5
CCN1/C(=C/c2ccc3cc(C)ccc3[n+]2CC)Sc2ccc3sccc3c21,68*,46*,1,-6,40*,6,80*,60*,39
CCOC(=O)C1=c2/c(=C/c3ccncc3)c(N)c(C(=O)OC)n2C(=O)C(c2ccncc2)S1 (stereo not drawn),21,25,-2,-1,-7,-1,-2.1,25,4
O=C(Nc1ccc(Cl)cn1)c1ccc(COc2ccccc2Br)o1,-2,-6,-4,-1,14,-4,1.3,20,34
COC(C[C@@H]1O[C@@H]1C(=O)[C@@H](C)OCc1ccccc1)OC,4,0,1,7,4,-3,-0.9,13,9
CCCCCCCNc1nc(Cl)nc(NCCO)n1,11,37,0,-2,14,-2,0.0,-7,2
CCn1nnc(NC(=O)C(C)(c2ccccc2)c2ccccc2)n1,-1,6,-2,-2,-4,-4,-0.1,6,13
Cc1cnc(C(=O)OCC(=O)C23CC4CC(CC(C4)C2)C3)cn1,20,22,0,-1,5,6,-1.3,33,17
O=C(Cn1nc2sc3ccccc3n2c(=O)c1=O)c1ccc(Cl)cc1,-7,-5,5,-1,5,-2,.,-8,10
Cc1nn(C)c(C)c1NS(=O)(=O)c1ccccc1Cl,6,-6,1,-1,-10,-1,0.9,1,13
COc1cc(/C=N/NC(=O)CCc2n[nH]c(=O)[nH]c2=O)cc(OC)c1OC,-7,-9,0,0,15,-5,-0.8,10,4
O=C(CSCc1cnn(-c2ccccc2)c1-n1cccc1)NCc1cccs1,8,8,0,0,8,-5,1.2,14,4
CSc1nc2cc(C)nn2c(-c2ccc(C(C)(C)C)cc2)c1C#N,12,7,-1,0,8,-2,-1.6,3,27
CCn1cc(SCC(=O)NC2CCCC2)c2ccccc21,-11,10,-4,1,12,-4,0.1,13,21
COc1cc(C)c(S(=O)(=O)N2CCOCC2)cc1C,5,-6,0,-1,4,2,0.1,5,43
O=C(O)CCC(=O)NC1CCCCCCC1,4,19,0,-5,-11,-7,-0.3,3,-13
Cc1nc(S(=O)(=O)c2ccc(Cl)cc2)c(N(C)C)o1,-1,-6,5,-4,-34,-2,-0.3,-4,0
Cc1cc(C)n2c(SCCO)nnc2n1,8,18,3,-2,12,2,2.7,-5,20
CC1CCCCC1NC(=O)c1cccc(NC2=NC3CS(=O)(=O)CC3S2)c1 (stereo not drawn),5,8,-2,-1,9,0,-1.6,9,1

# Remaining list, next part.
canonical_smiles,TIM10 inh,tim10-1 inh,GRIN3A LBD mod,beta cell repl,APJ antag,APJ agonist,MPTP block,tim23-1 inh,NALP3 yeast inh
COc1ccc(C(=O)NCC2OCCc3ccccc32)c(O)c1 (stereo not drawn),33,45*,-32,-2,4,-5,0.7,35,33
C=C(C)CCC(C)N1CCC(n2nccc2NC(=O)CCCc2ccccc2)CC1 (stereo not drawn),3,19,0,3,-5,-6,-2.0,8,10
O=C(N/N=C/c1nn(-c2ccccc2)cc1-c1ccc(Cl)cc1)c1ccncc1,19,-8,.,-6,10,-2,.,50,12
CCOc1ccc(-c2nnc3ccc(SCC(=O)Nc4nc5ccc(C)cc5s4)nn23)cc1,5,-1,22*,0,5,0,1.6,10,-23
CCCN(CCC)S(=O)(=O)c1ccc(C(=O)NCc2n[nH]c(=S)n2-c2ccc(Cl)c(Cl)c2)cc1,7,20,1,-3,11,-2,2.7,2,24
Cc1ccc(C2CC(c3cccs3)=NN2C(=O)CCl)cc1 (stereo not drawn),35,25,.,-6,-8,3,-1.5,64*,31
C[C@@H]1CN(c2nc3nonc3nc2N2CCSCC2)C[C@H](C)O1,2,10,-1,2,0,-2,-0.7,1,9
COc1ccc(N=c2oc3c(OC)cccc3cc2C(=O)NCc2ccco2)cc1OC,12,23,2,2,7,-1,7.6,15,16
c1ccc(-n2nnnc2SCc2cn3ccccc3n2)cc1,8,14,-3,-1,4,-2,0.6,8,4
CCOC(=O)C1CCCCN1Cc1ccc(F)c(Br)c1 (stereo not drawn),7,7,-1,-1,5,-2,5.1,12,23
Cc1nc(-c2cccnc2)sc1C(N)=O,20,9,0,3,9,0,0.9,3,2
O=C(CSCc1c(Cl)cccc1Cl)Nc1cccnc1,-6,32,-1,-1,-9,-1,2.4,14,14
CCCCCNc1nc(-c2ccccc2)cs1,1,26,.,-4,-18,-5,.,14,22
CCc1ccc(/C=C2/C(=O)N(CC)C(=S)N2C)s1,31,33,4,-3,-3,-5,0.6,40,19
CCC(C)C(=O)Nc1nnc(SCC(=O)NC2CCCCC2)s1 (stereo not drawn),-15,2,-5,1,-8,-2,-0.7,-2,13
O=C(Cn1c2c(c(=O)n3ncnc13)CCC2)N/N=C/c1cccs1,16,2,-1,-2,11,-1,0.8,15,8
O=C(CN1CCN(S(=O)(=O)N2CCCCC2)CC1)Nc1cc(Cl)ccc1Cl,2,-23,1,0,17,1,-1.2,9,6
C/C(=N\NC(=O)c1ccccc1)c1ccccc1F,2,9,0,-2,3,-2,2.2,8,17
COC(=O)c1ccc(CSc2nc3c(cnn3-c3ccccc3)c(=O)[nH]2)o1,8,2,-14,1,6,-1,1.4,21,-2
CN(Cc1nc(-c2ccccn2)no1)S(=O)(=O)c1ccc(Br)cc1,1,21,0,-5,23,-3,0.8,-4,7

# The list continues.
canonical_smiles,TIM10 inh,tim10-1 inh,GRIN3A LBD mod,beta cell repl,APJ antag,APJ agonist,MPTP block,tim23-1 inh,NALP3 yeast inh
CC(C)(C)OC(=O)n1cc(/C=N/NC(=O)c2ccco2)c2ccccc21,5,16,-12,3,-20,2,0.2,25,18
CCN(c1ccccc1)S(=O)(=O)c1ccc(Cl)nc1,5,1,0,-1,26,-6,-0.7,-15,6
O=C(c1c(F)cccc1F)N1CCN(c2ncc(Br)cn2)CC1,-9,22,1,1,-6,-4,-0.5,24,-3
O=C1c2ccc([N+](=O)[O-])cc2C(=O)N1c1ccc([N+](=O)[O-])cn1,14,21,1,-3,-33,8,-0.1,24,8
CCOc1ccccc1C(=O)Nc1cccc2ccccc12,-6,19,0,-2,25,-2,0.8,43,32
[O-][n+]1onc2c1C(N1CCOCC1)CCC2N1CCOCC1 (stereo not drawn),-7,-25,-2,0,-7,-1,-0.7,-1,17
CN(C)CCNC(=O)COc1ccc(C23CC4CC(CC(C4)C2)C3)cc1,23,18,-4,-6,12,-1,-0.3,0,15
C=CCOc1c(Br)cc(/C=N\n2nnnc2N)cc1OC,-18,-6,-1,-2,0,-2,1.1,10,9
Cc1cc2c(cc(C(=O)NCCCN3CCOCC3)n2Cc2ccc(Cl)cc2)o1,8,13,-1,0,-22,-4,0.1,13,-5
CCC(c1nnnn1CCOC)N1CCN(c2cccc(C(F)(F)F)c2)CC1 (stereo not drawn),4,20,-4,-1,14,-2,-2.6,28,2
CC(OC(=O)CCCOc1ccccc1)C(=O)NC(N)=O (stereo not drawn),-26,-15,-1,2,12,-2,2.4,-15,10
COc1cccc(CNC(=O)Cn2ncn3cccc3c2=O)c1OC,-12,4,0,0,2,-5,-2.8,8,-2
O=CN(/C=C1\Sc2ccccc2C1=O)Cc1ccccc1,23,31,22*,0,-13,-2,2.8,68*,30
O=C(CSc1nnc(COc2ccccc2)o1)Nc1nccs1,-29,-10,-3,0,12,-1,-1.0,-2,4
CCN(CC)C(=O)c1nc[nH]c1C(=O)N(C)Cc1ccccc1,0,10,3,-3,-1,-5,1.9,9,0
CCN(C(=O)COC(=O)CCS(=O)(=O)c1ccc(C)cc1)C1CCS(=O)(=O)C1 (stereo not drawn),14,-13,-3,0,5,-2,-1.1,0,17
